BLM helicase inh = qHTS Assay for Inhibitors of Bloom's syndrome helicase (BLM) | AID 2528, 2010 | hit rate 0.2% among 350,000 | recombinant BLM DNA unwinding, fluorescence dequenching | Potency, µM (series often up to 56.1 µM), without a hit: at the top dose activity change, negative = inhibition, most hits filed as inhibitors | RecQ-like DNA helicase BLM (Homo sapiens), P54132;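 further: potency means the concentration at half of the fitted maximal effect; plate controls were vehicle for no effect and no enzyme for full effect; nearly all actives have a fitted effect of over 35% in size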
Target sequence (P54132 whole entry, looked up): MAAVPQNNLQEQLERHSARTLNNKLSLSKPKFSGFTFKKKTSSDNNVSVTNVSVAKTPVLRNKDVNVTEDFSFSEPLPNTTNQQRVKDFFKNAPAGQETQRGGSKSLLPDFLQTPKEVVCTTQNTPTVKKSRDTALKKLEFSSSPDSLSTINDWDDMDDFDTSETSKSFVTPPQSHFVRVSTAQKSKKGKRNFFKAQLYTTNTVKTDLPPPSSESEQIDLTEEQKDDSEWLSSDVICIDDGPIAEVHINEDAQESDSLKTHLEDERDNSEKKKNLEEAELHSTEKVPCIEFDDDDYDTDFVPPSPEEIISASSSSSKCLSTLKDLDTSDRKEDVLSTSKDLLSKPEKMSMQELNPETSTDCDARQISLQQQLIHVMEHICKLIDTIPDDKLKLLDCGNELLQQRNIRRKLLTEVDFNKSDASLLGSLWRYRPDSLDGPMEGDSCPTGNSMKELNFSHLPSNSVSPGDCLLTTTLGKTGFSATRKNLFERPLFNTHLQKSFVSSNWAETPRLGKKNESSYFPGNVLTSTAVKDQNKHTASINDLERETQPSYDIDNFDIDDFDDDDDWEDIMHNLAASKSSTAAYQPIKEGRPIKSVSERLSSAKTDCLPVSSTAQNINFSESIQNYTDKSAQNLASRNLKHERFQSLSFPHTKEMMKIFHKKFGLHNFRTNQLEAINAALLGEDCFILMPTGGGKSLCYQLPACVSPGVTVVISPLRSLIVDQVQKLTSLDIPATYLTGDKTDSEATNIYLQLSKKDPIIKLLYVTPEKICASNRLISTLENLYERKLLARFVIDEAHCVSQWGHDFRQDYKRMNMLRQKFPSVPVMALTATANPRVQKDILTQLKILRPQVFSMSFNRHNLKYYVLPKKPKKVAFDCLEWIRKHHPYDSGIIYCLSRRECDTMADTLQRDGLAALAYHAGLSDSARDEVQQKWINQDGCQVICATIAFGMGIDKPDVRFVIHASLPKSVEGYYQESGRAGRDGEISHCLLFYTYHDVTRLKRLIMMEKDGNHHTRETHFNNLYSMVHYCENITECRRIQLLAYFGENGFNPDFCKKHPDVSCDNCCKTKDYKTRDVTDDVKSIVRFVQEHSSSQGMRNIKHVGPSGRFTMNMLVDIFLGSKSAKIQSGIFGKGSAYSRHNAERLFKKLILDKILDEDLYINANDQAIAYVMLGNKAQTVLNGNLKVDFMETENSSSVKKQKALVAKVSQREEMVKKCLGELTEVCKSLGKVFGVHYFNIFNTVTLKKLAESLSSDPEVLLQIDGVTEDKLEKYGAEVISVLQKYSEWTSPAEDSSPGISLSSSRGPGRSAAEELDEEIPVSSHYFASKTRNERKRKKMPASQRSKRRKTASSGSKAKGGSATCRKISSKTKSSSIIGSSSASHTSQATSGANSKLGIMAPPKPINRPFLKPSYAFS
POLI inh = qHTS for Inhibitors of Polymerase Iota; hit rate 1% among 390,000; DNA polymerase iota (Homo sapiens), Q9UNA4; Pol iota fluorescent replication assay, 10 min; Potency, µM (series often up to 115 µM), for the others: at the highest dose activity, negative = inhibition, usual class: inhibitors; AID 588590, 2011; further: potency means the concentration at half of the fitted maximal effect
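Pol iota at 10 nM preincubated 15 min with compounds at room temperature; reaction started with fluorescent substrate, 50 nM final. Fluorescence read kinetically at 0 and 10 min; buffer-only wells as negative control.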
POLH inh = qHTS for Inhibitors of Polymerase Eta; DNA polymerase eta (Homo sapiens), Q9Y253; recombinant Pol eta, fluorescent DNA replication assay; Potency, µM (titrated, usually from 114 µM), for inactives: at the highest dose activity change, negative = inhibition, usual class: inhibitors; AID 588591, 2011; hit rate 1.2% among 390,000; further: potency means the concentration at half of the fitted maximal effect; on the % scale 0 is the no-effect control and ±100 the full control effect
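Fluorescent replication assay: 50 nM final substrate added after a 15 min room-temperature compound preincubation with 10 nM enzyme. Signal taken at 0 min and again at 10 min.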
Anesthetic bind = qHTS Assay for Identification of Novel General Anesthetics; Ferritin light chain (Equus caballus), P02791; apoferritin/1-aminoanthracene competitive binding, fluorescence; Potency, µM (series often up to 77.5 µM), without a hit: top-dose activity change, negative = displacement, most hits filed as inhibitors; hit rate 0.074% among 350,000; AID 485281, 2010; further: potency means the concentration at half of the fitted maximal effect; on the % scale 0 is the no-effect control and ±100 the full control effect; nearly all actives have a fitted effect of over 20% in size
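Probe: 1-aminoanthracene (50% saturated, PBS). Protein: horse-spleen apoferritin, 10 uM. Incubation: 10 min, room temperature. Detection: 380 nm excitation, 535 nm emission. Analysis: normalized response, four-parameter Hill.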
APEX1 inh = qHTS Assay for Inhibitors of the Human Apurinic/apyrimidinic Endonuclease 1 (APE1). DNA repair nuclease/redox regulator APEX1 (Homo sapiens), P27695. recombinant APE1, TAMRA/BHQ-2 abasic DNA cleavage fluorescence. Potency, µM (highest dose often 65.8 µM), for inactives: at the highest dose activity change, negative = inhibition, hits mostly inhibitors. hit rate 0.35% among 350,000. AID 2517, 2012;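 further: potency means the concentration at half of the fitted maximal effect; plate controls were vehicle for no effect and reference inhibitor for full effect; nearly all actives have a fitted effect of over 55% in size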
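Activity was derived from the fluorescence gain between first and third kinetic reads (60 s intervals, ex 525/em 598 nm) after 50 nM THF-abasic TAMRA/BHQ-2 duplex was added to 0.75 nM APE1 preincubated 15 min with compound.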
Pol beta inh = qHTS Assay for Inhibitors of DNA Polymerase Beta | Pol beta primer extension/strand displacement, fluorescence kinetic | Potency, µM (series often up to 114 µM), without a hit: at the top dose activity change, negative = inhibition, usual class: inhibitors | hit rate 1.3% among 340,000; further: potency means the concentration at half of the fitted maximal effect; on the % scale 0 is the no-effect control and ±100 the full control effect
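10 nM enzyme + cpd, 15 min RT; start with substrate 50 nM final; read 0 min and after 10 min RT. Corrected, normalized data; 4-parameter Hill curve fit.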
LDHA inh = qHTS assay for inhibitors of human lactate dehydrogenase; hit rate 0.15% among 480,000; purified LDHA, NADH/diaphorase-resazurin fluorescence; active compounds read low; activity change, % (values are at about 110 or 230 µM); in the data active means activity change below about -30%; inconclusive means mostly about -25% to -30%;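 further: plate controls were DMSO wells for no effect and wells without enzyme for full effect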
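Resorufin fluorescence (ex540/em590), read at 0 and 20 min after diaphorase/resazurin addition, reports the NADH left after a 5 min room-temperature reaction of 2 nM human LDH5 with 0.06 mM NADH and 0.2 mM pyruvate.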
Pol kappa inh = qHTS for Inhibitors of Polymerase Kappa; DNA polymerase kappa (Homo sapiens), Q9UBT6; purified Pol kappa, fluorescent DNA synthesis assay, 10 min; Potency, µM (series often up to 107 µM), inactives show top-dose activity, negative = inhibition, usual class: inhibitors; hit rate 0.53% among 400,000; further: potency means the concentration at half of the fitted maximal effect; on the % scale 0 is the no-effect control and ±100 the full control effect
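Kinetic fluorescence screen: compound preincubated 15 min RT with 10 nM enzyme; 50 nM substrate (final) initiates; reads at 0/10 min.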
GRP78 ERSR act = qHTS for Inducers of the Endoplasmic Reticulum Stress Response (ERSR) in Human Glioma: qHTS; U87-MG GRP78 promoter luciferase reporter, 16 h; Potency, µM, for inactives: at the highest dose activation, actives largely listed as activators; hit rate 0.02% among 420,000; further: potency means the concentration at half of the fitted maximal effect; series mostly up to about 76 µM; % of control where 0% means no effect; nearly all actives have a fitted effect of over 35% in size
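Stably transfected U87-MG glioma cells carrying a GRP78-based luciferase sensor; 16 h compound incubation. Luminescence end-point read 10 min after Bright-Glo addition at room temperature.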
Active calls of the source: *; ? = inconclusive; nt = no result given; & = joins results of further samples; [ ] = another dose, or the depositor's remark. Unless noted, the call rests on the fitted dose curve; in most records, active means well fitted curve in the direction sought with a large enough effect; inconclusive means small, poorly fitted or top-dose-only effect, or another doubt; inactive means no such curve, though single readings can be large; an effect the other way counts as inactive or inconclusive. Some of the compounds tested; count on the stated rates, not on these rows.

nr | Compound | BLM helicase inh | POLI inh | POLH inh | Anesthetic bind | APEX1 inh | Pol beta inh | LDHA inh | Pol kappa inh | GRP78 ERSR act
1 | CC(=O)Nc1cccc(OCC(=O)Nc2sccc2C(N)=O)c1 | -11% | 50µM* | ? | -3% | -3% | 0% | -12 | -31% | -2%
2 | CCCS(=O)(=O)NCCc1sc2nc(-c3ccc(F)cc3)nn2c1C | -1% | -1% | -18% | -8% | nt | 2% | 0 | 0%[60.1 µM] | 2%
3 | COc1ccc2cc(CN(CC3CCCO3)C(=S)Nc3ccccc3)c(=O)[nH]c2c1 (configuration not stated) | -9% | 104%[activator] | -3% | -1% | 7% | 10% | -4 | -14% | -3%
4 | Cc1ccc(NC(=O)C(=O)NCCCN2CC(C(=O)O)CC2=O)cc1 (configuration not stated) | 2% | 33%[activator] | -1% | -1% | 12% | 31% | -4 | -8% | -3%
5 | C=C(C)CC(Nc1ccc(OC)cc1)c1ccco1 (configuration not stated) | -3% | 58%[activator] | -21% | ? | 8% | -18% | 3 | -6% | -2%
6 | Cc1cc(C(=O)NCC(C)C)c2ccccc2n1 | -3% | 36%[activator] | -1% | -9% | 2% | -21% | -1 | 0% | -6%
7 | CCOC(=O)N1CCN(S(=O)(=O)c2ccc(C(=O)NNc3nc4cc(C)cc(C)c4s3)cc2)CC1 | -6% | 4% | -8% | -13% | ? | -14% | -9 | -11% | -7%
8 | CCCC[C@@H]1C[C@H]1[C@@H](NC(=O)c1ccco1)c1ccc(C(=O)OC)cc1 | nt | 12% | 32µM* | nt | nt | nt | 5 | -18% | -2%
9 | CC12CCC(C(=O)NCc3ccc4c(c3)OCO4)(OC1=O)C2(C)C (configuration not stated) | -1% | 89µM* | -6% | -14% | -4% | 36% | -5 | -18% | -4%
10 | COc1cccc(NC(=O)c2ccc(NCCCN3CC(C)CC(C)C3)c([N+](=O)[O-])c2)c1 (configuration not stated) | -1% | 65%[activator] | -17% | -19% | 1% | 24% | -12 | 4% | -8%
11 | CC(C)c1ccc(NC(=O)Cn2ncc3ccccc32)cc1 | -1% | -23% | -4% | -11% | 18% | 32% | -13 | -8% | 7%
12 | Cc1cc(C)c2cc(C#N)c(SCC(=O)NCc3ccco3)nc2c1 | -24% | ? | ? | 7% | 8% | 20µM* | -10 | -8% | -11%
13 | COc1ccc(NC(=O)Cc2coc3cc(C)cc(C)c23)c(OC)c1 | -1% | 16% | 6% | -12% | nt | -14% | 1 | -13% | -3%
14 | Cc1cc(C)c2c(c1)OC(=O)CC2c1ccccc1C (configuration not stated) | -3%[120 µM] | 22% | -9% | -13%[163 µM] | -19% | nt | 0 | -1%&-17% | 0%&-7%
15 | O=C(O)Cc1ccc(NC(=S)NCc2ccco2)cc1 | -1% | 12% | -9% | -9% | -1% | 14% | -8 | -4% | -3%
16 | CC(C)CCC(O)(CCC(C)C)C(=O)NN1CCCCC1 | 1% | -7% | -19% | 9% | 3% | 22% | -11 | -8% | -5%
17 | COc1ccc2c(c1)CC(C(=O)NCCN1CCN(c3cccc(Cl)c3)CC1)CO2 (configuration not stated) | -2% | 3% | -10% | -16% | nt | 27% | 0 | -9%[60.1 µM] | -1%
18 | CC(=O)c1sc(=S)n(-c2ccc(Cl)cc2)c1C | 0% | 1% | -16% | ? | -2% | 6% | -4 | -4% | 0%
19 | COC(=O)Nc1ccc(S(=O)(=O)N2CCC(C)CC2)cc1 | -2% | 32% | -14% | -16% | 27% | 1% | 5 | 2% | -3%
20 | O=C(CNC(=O)c1ccc(F)cc1)OCc1cc(=O)n2ccsc2n1 | 2% | 8% | -4% | -7% | nt | 3% | -6 | -5% | -1%
21 | CCn1c(/N=C/c2c[nH]c3ccccc23)nc2ccccc21 | -4% | 10% | -27% | ? | 1% | ? | 1 | -1% | -1%
22 | CN(C(=O)COC(=O)CNC(=O)c1cccs1)c1c(N)n(Cc2ccccc2)c(=O)[nH]c1=O | nt | 23% | -3% | nt | 43% | nt | -7 | 8% | -3%
23 | Cc1cccc(C(=O)N2CCC(=O)N(C(COCc3cccc(C(F)(F)F)c3)Cc3ccccc3)CC2)c1 (configuration not stated) | -12% | -14% | -11% | -14% | -1% | 0% | 7 | -10% | -4%
24 | CN(CCc1ccccn1)S(=O)(=O)c1ccc2c3c(cccc13)C(=O)N2 | -7% | 6% | 3% | 345%[activator] | 1% | 32% | 1 | -5% | -4%
25 | CC1=C(C(N)=O)C(c2cccc(O)c2)n2ncnc2N1 (configuration not stated) | 2% | 2% | -20% | 3% | nt | -1% | 3 | 0%[60.1 µM] | -5%
26 | CCCC(C)c1nnc(NC(=O)CS(=O)(=O)Cc2ccccc2)s1 (configuration not stated) | -3% | ? | 14% | ? | -1% | -2% | -7 | -5% | -6%
27 | CCCCn1c(SCC(=O)c2ccc(O)c(O)c2)nc2ccsc2c1=O | -24% | ? | 8.9µM* | -1% | -9% | ? | 12 | -22% | -1%
28 | O=C(NNC(=O)c1ccc(Oc2ccc(C3SCCS3)cc2)o1)c1ccc(Cl)cc1 | -1% | -16% | -5% | -21% | -3% | 1% | -1 | -9% | -2%
29 | COc1ccc(Cn2ccc3nc(C)c(C(=O)Nc4cc(C)cc(C)c4)cc3c2=O)cc1 | -2% | -2% | -8% | -18% | nt | 3% | -9 | -13% | -4%
30 | CCOc1ccc(CCNC(=O)c2cc(S(=O)(=O)N3CCOCC3)ccc2C)cc1OCC | nt | 24% | -16% | nt | -5% | nt | -5 | -9% | -1%
31 | O=C(Nc1ccc(Oc2ccccc2)cc1)C1CCCN(c2ncccn2)C1 (configuration not stated) | -3% | 15% | 0% | -8% | 12% | 27% | -2 | -4% | -3%
32 | COC(=O)C1CCN(C2CC(=O)N(c3cc(C)cc(C)c3)C2=O)CC1 (configuration not stated) | 0% | -2% | -10% | -5% | -2% | 15% | -13 | -5% | -3%
33 | CC(C)(C)CN1CCN(CCCc2ccccc2)C(CCO)C1 (configuration not stated) | -5% | 100%[activator] | -13% | -10% | -3% | 20% | -2 | -1% | 0%
34 | CC(=O)N[C@@H](Cc1ccc(O)cc1)CN1C(N)=NC[C@@H]1CC(C)C | 2% | ? | -10% | -1% | -8% | 8% | 1 | 3% | -3%
35 | CCN(CC)CCN(C(=O)c1ccc2ccccc2c1)c1nc2ccc(F)cc2s1 | 1% | -5% | -18% | 5% | 4% | 35% | 3 | 15% | 5%
36 | O=C(c1ccc(Cl)c(S(=O)(=O)N2CCCCC2)c1)N1CCCCC1 | -3% | 43% | -11% | -11% | 8% | 18% | -1 | 0% | -2%
37 | Cc1cc(Br)ccc1NC(=O)CNC(=O)c1ccc(-n2cncn2)c([N+](=O)[O-])c1 | nt | 23% | -23% | nt | 7% | nt | -3 | -3% | -2%
38 | COc1ccc(COC(=O)C2=C(C)NC(=O)CC2c2cccc(Cl)c2Cl)cc1 (configuration not stated) | 0% | -5% | -8% | -6% | nt | 1% | -4 | 16% | -6%
39 | Cc1cc([N+](=O)[O-])nn1CC(=O)N/N=C/c1ccccc1Br | -2% | -1%[58.9 µM] | -12% | -11% | -4% | 10% | 1 | -16% | -4%
40 | Cc1ccc(-c2nnc(SCC(=O)N3CCOCC3)nc2-c2ccc(C)cc2)cc1 | -4% | 3% | -14% | ? | -2% | -1% | -1 | -12% | -2%
41 | COc1ccccc1CNC(=O)C1CCC(CNS(=O)(=O)c2ccc(C)cc2)CC1 (configuration not stated) | -3% | 19% | -10% | 6% | 11% | -2% | 3 | -1% | -4%
42 | CCCN(CC(=O)Nc1ccc(F)c(F)c1F)C(=O)c1ccc2c(=O)n3c(nc2c1)CCC3 | nt | 12% | -1% | nt | 6% | nt | -1 | -18% | -2%
43 | COC(CNC(=O)c1ccc2c(c1)ncn2C1CCCCCC1)OC | -2% | 20% | -1% | -7% | -10% | 37% | 1 | 9% | 0%
44 | O=C(CCCN=C1NS(=O)(=O)c2ccccc21)OCc1ccc(F)cc1 | nt | 15% | -2% | nt | -11% | nt | -2 | -14% | -6%
45 | CC(=O)N1CCN(S(=O)(=O)c2cccc(C(=O)N(Cc3ccccc3)c3cccc(C)c3)c2)CC1 | nt | -5% | -14% | nt | 40% | nt | 8 | -3% | 0%
46 | CC(C)Nc1ncnc2ccc(Br)cc12 | 4% | 8% | -24% | -2% | -5% | -1% | 0 | -2% | -7%
47 | COc1ccccc1NC(=O)c1sc2nc(C)c(C(=O)Nc3ccc(C)cc3C)c(-c3cccs3)c2c1N | -4% | 1% | -21% | 336%[activator] | nt | ? | -1 | -20% | -2%
48 | CN1CCC(=NNC(=O)C(=O)Nc2ccccc2)CC1 | 2% | 5% | 8% | 5% | 0% | 18% | -1 | 2% | 4%
49 | NS(=O)(=O)c1ccc(NC(=O)/C=C/c2ccccc2Cl)cc1 | -2% | 71%[activator] | -14% | -6% | 2% | 6% | -2 | -8% | -3%
50 | CN1c2ccccc2C(C)(C)C12CC(c1ccc(Cl)c(S(=O)(=O)N3CCCC3)c1)=NO2 (configuration not stated) | -5% | nt | nt | -10% | 0% | 5% | nt | nt | nt
51 | COc1ccc(S(=O)(=O)Nc2cc(C(=O)NCCC(C)C)ccc2N2CCOCC2)cc1 | -2% | -9% | -14% | -16% | -4% | 13% | 8 | -5% | -3%

Values by screen from the entries so far:
BLM helicase inh, compounds 21–26, in order: -4%, nt, -12%, -7%, 2%, -3%
POLH inh, compounds 21–26, in order: -27%, -3%, -11%, 3%, -20%, 14%
Anesthetic bind, compounds 21–26, in order: ?, nt, -14%, 345%[activator], 3%, ?

Screening data: PubChem, National Center for Advancing Translational Sciences (NCATS)
